Screens from PubChem.
TRPC6 act – mouse TRPC6 channel activation | Q61143 | HEK293-TRPC6 membrane potential dye fluorescence; active compounds read high | B-score at 10 µM | 0.13% of 310,000 active;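 active = B-score of the integrated fluorescence ratio above library mean plus 3 SD, and starting fluorescence ratio within library mean plus 5 SD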;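 note: higher score means more depolarization so channel activation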
ANO1 activ – activates or potentiates the mouse TMEM16A chloride channel; 0.3% of 340,000 active; B-score at 10 µM; AID 623877; Q8BHY3; HEK293 TMEM16A/YFP-H148Q/I152L, iodide quench fluorescence; active compounds read low;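 active = fluorescence-ratio B-score plate-corrected deviation score at least 3 library SD below zero, with starting fluorescence score within 5 deviations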;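 note: channel opened by trigger with iodide after compound preincubation; score built on the fluorescence ratio of max minus min over baseline; more negative score means more quench and so TMEM16A activation or potentiation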
Target sequence (Q8BHY3 whole entry, looked up): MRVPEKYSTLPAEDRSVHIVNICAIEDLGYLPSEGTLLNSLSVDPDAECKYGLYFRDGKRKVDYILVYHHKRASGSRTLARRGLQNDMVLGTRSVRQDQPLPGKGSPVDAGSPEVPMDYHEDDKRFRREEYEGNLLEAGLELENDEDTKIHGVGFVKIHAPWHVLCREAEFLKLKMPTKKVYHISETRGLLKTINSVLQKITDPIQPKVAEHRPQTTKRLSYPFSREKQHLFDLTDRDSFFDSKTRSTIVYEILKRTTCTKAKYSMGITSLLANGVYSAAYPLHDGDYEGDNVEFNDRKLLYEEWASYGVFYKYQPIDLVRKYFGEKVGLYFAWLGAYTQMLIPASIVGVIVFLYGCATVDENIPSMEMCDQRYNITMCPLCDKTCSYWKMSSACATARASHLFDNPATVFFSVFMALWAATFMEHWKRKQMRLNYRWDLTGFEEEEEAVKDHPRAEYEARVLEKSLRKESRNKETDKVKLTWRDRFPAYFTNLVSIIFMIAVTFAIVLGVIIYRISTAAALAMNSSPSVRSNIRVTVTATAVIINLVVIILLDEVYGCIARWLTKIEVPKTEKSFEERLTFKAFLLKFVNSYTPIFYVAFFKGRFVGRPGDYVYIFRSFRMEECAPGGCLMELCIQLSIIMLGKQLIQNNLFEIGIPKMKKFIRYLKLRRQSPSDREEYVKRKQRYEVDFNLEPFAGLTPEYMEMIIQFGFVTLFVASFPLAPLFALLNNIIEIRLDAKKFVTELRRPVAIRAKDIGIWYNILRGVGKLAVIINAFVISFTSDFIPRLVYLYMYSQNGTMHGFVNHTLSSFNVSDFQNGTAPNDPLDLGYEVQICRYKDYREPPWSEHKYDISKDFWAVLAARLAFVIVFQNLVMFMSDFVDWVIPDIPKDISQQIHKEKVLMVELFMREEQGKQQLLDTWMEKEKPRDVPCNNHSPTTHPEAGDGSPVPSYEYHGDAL
MrgX1 ag – human MrgX1 receptor agonism, primary screen | B-score at 10 µM | Q96LB2 | 0.44% of 310,000 active | MrgX1-HEK293 cells, Fluo-4 calcium fluorescence, agonist mode; active compounds read high;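 active = calcium response B-score plate-corrected fluorescence ratio at least 3 library SD, with starting fluorescence B-score inside 5 SD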
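Material: MrgX1-expressing HEK293 cells / Dosing: compound as first of three additions / Incubation: overnight seeding, then 1 h dark dye loading / Signal: Fluo-4 NW calcium fluorescence / Evaluation: B-scored fluorescence response ratio / Benchmarks: positive and negative control wells on each plate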
MrgX1 PAM – human MrgX1 positive allosteric modulation, primary screen. MrgX1-HEK293, Fluo-4 calcium flux, FDSS; active compounds read high. B-score at 10 µM. 0.63% of 310,000 active;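 active = plate-corrected calcium response at least 3 library SD above typical, normal starting fluorescence, not activating the receptor alone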;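 note: compound read alongside a low EC10 to EC30 dose of BAM8-22 agonist; peak minus trough fluorescence over baseline measured at the second addition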
MrgX1 antagonist – antagonists of human MrgX1 receptor; B-score at 10 µM; 1.3% of 310,000 active; Q96LB2; MRGX1-HEK293 calcium flux, Fluo-4, BAM8-22 antagonism; active compounds read low;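 active = calcium-response B-score plate-corrected more than 3 library SD below zero, starting fluorescence within 5 deviations, no agonist response on first addition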;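 note: peak minus trough fluorescence over baseline after final BAM8-22 challenge near maximal dose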
TRPC4 block – TRPC4 (mouse) channel inhibition | Q9QUQ5 | HEK293 TRPC4beta/mu-opioid, DAMGO-evoked Fluo4 calcium flux; active compounds read low | B-score at 10 µM | 0.39% of 300,000 active | AID 2247;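 active = B-score over 3 SD under the library average, no early fluorescence shift, positive overall ratio signal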
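Material: HEK293 cells with stable TRPC4beta plus mu-opioid receptor expression; probe or stimulus: DAMGO in two steps, submaximal then maximal; technique: Fluo4 calcium fluorescence by kinetic imaging, 5 s 1 Hz baseline; measure: integrated fluorescence ratio relative to baseline, converted to per-well B score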
TRPC4 potent – allosteric potentiators of mouse TRPC4 channel; B-score at 10 µM; Q9QUQ5; HEK293 TRPC4beta/mu-opioid, DAMGO EC20, Fluo-4 Ca2+ flux; active compounds read high; AID 2227; 0.42% of 310,000 active;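 active = B-score of calcium response area above 5 SD of library B-scores, with initial fluorescence ratio within 5 SD of library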;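 note: B-score of integrated fluorescence ratio over time as area under calcium response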
TMEM16A inh – blocks the mouse calcium-activated chloride channel TMEM16A; normalized B-score (activity score, 25-100; higher = stronger inhibition) at 10 µM; AID 588511; HEK293 TMEM16A/YFP iodide influx fluorescence, ionomycin; 1.2% of 310,000 active;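 active = ratio plate-corrected score three or more library SD toward inhibition, starting fluorescence score within five deviations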;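 note: score derived from kinetic fluorescence span divided by baseline fluorescence per well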
TRPC6 inh – blocks the mouse TRPC6 cation channel | HEK293-TRPC6, membrane potential dye, ACh-evoked depolarization; active compounds read low | B-score at 10 µM | 1.1% of 310,000 active | AID 2553;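 active = B-score under library mean minus 3 SD, initial fluorescence not abnormally high, positive integrated signal ratio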;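 note: B-score derived from integrated fluorescence ratio over the kinetic read; more negative B-score means stronger inhibition of depolarization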
TRPC4 act – activators of mouse TRPC4 channel; Q9QUQ5; B-score at 10 µM; AID 2237; 0.49% of 310,000 active; HEK293 TRPC4beta/mu-opioid, Fluo4 calcium fluorescence; active compounds read high;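 active = B-score above 5 SD of library B-scores, and initial fluorescence ratio not above library mean plus 5 SD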;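 note: positive B-score marks a calcium rise read as TRPC4 activation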
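Technique: kinetic Fluo4 calcium fluorescence; Test system: TRPC4beta and mu-opioid receptor HEK293 stable cells; Measure: B-scored integrated calcium fluorescence ratio; Benchmarks: low control buffer alone, high control maximal DAMGO; Schedule: 45 min room-temperature Fluo4 loading, 110 s read.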
SKKanGAS inh – SKKanGAS growth inhibition | AID 1662 | inhibition, % at 7.5 µM | 1.3% of 300,000 active | S. pyogenes SKKanGAS, kanamycin growth, BacTiter-Glo, 6 h;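 active = mean replicate score, as percent of positive control median, at least 50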;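 note: strain carries kanamycin resistance gene driven by streptokinase promoter and grows in 40 µg/ml kanamycin; loss of luminescence reflects streptokinase promoter inhibition or plain growth inhibition; 0% = median of DMSO wells and 100% = positive control at its reference dose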
* hit, by the source's call; i = inactive; . = no result given.

SMILES	TRPC6 act	ANO1 activ	MrgX1 ag	MrgX1 PAM	MrgX1 antagonist	TRPC4 block	TRPC4 potent	TMEM16A inh	TRPC6 inh	TRPC4 act	SKKanGAS inh
COc1cc2ncnc(NCc3ccccc3F)c2cc1OC	i	i	i	i	i	i	i	i	i	i	-4
Cc1ccc(C)c(NC(=O)CCc2c(C)nn(-c3ccc(N4CCCCC4)nn3)c2C)c1	i	i	i	i	i	i	i	i	i	i	-1
CC(=O)Nc1ccc(-c2nnc(SCC(=O)Nc3ccc4c(c3)oc3ccccc34)n2C)cc1	i	i	i	i	i	i	i	i	i	i	-2
Cc1ccc(/C=N/NC(=O)c2ccc(Br)o2)s1	i	i	i	i	i	i	i	i	i	i	-3
O=C(NCc1ccccc1)/C(=C\c1ccccc1)NC(=O)c1ccco1	i	i	i	i	i	i	i	i	i	i	4
CC(C)OCCCNC(=O)c1ccc2c(=O)n(Cc3ccc4c(c3)OCO4)c(=S)[nH]c2c1	i	i	i	i	i	i	i	i	i	i	1
C=CCN1C(=O)c2ccc(C(=O)N(CC)CC(=O)Nc3cc(Cl)ccc3C)cc2C1=O	i	i	i	i	i	i	i	i	i	i	7
Cc1ccc(C(=O)Nc2ccccc2Sc2ccccc2)cc1	i	i	i	i	i	i	i	i	i	i	8
CC(C)CC(OC(=O)c1cccs1)C(=O)NCc1cccs1 (centres undefined)	i	i	i	i	i	i	i	i	i	i	0
CCc1nn2c(NCCCO)cc(C)nc2c1-c1ccc(F)cc1	i	i	i	i	i	i	i	i	i	i	-1
CN(C)c1nc2n(c(=O)n1)CCS2	i	i	i	i	i	i	i	i	i	i	-2
COc1ccc(OCC(=O)Nc2c(C(=O)N(CCN(C)C)Cc3ccco3)oc3ccccc23)cc1	i	i	i	i	-5.1*	i	i	i	i	i	-7
Cc1cc(Nc2ccc(Br)cc2F)n2nc(C)nc2n1	i	i	i	i	i	i	i	i	i	i	-9
COc1ccc(OCC(O)Cn2c(N)nc3c2c(=O)[nH]c(=O)n3C)cc1 (centres undefined)	i	i	i	i	i	i	i	i	i	i	-11
Cc1cc(C(=O)N2CCN(c3ccc(C(F)(F)F)cn3)CC2)c(C)o1	i	i	i	i	i	i	i	i	i	i	-14
O=C(CS(=O)(=O)c1cn(Cc2ccc(Cl)cc2)c2ccccc12)N1CCCCC1	i	i	i	i	i	i	i	i	i	i	4
c1cc(-c2n[nH]c(-c3ccncc3)n2)ccn1	i	i	i	i	i	i	i	i	i	i	-2
COc1cc(C2C3=C(CC(C)(C)CC3=O)Nc3ccccc3N2C(C)=O)cc(OC)c1OC (centres undefined)	i	i	i	i	i	i	i	i	i	i	1
CCOC(=O)c1c2ccc(OCC(=O)NN)cc2n2ccccc12	i	i	i	i	i	i	i	i	i	i	12
O=C(COC(=O)/C=C/c1ccc(F)cc1)Nc1ccc2[nH]c(=O)[nH]c2c1	i	i	i	i	i	i	i	i	i	i	19
CCC(C)(C)n1nnnc1CN(Cc1ccc(Cl)cc1)Cc1ccco1	i	i	i	i	i	i	i	25*	i	i	10
CC(C)OCc1c(C(=O)Nc2nccs2)oc2ccccc12	i	i	i	i	i	i	i	i	i	i	-5
O=C(NC1CC1)C1=C[C@@H](C2CC2)C[C@@H](OCCCCO)O1	i	i	i	i	i	i	i	i	i	i	3
Cc1cccc(C)c1OCc1nnc(SCC(=O)NCc2ccccc2)o1	i	i	i	i	i	i	i	i	i	i	-12
COCCNC(=O)C(=O)NCC1OCCN1S(=O)(=O)c1ccc(F)cc1 (centres undefined)	i	i	i	i	i	i	i	i	i	i	5
(list continues)
SMILES	TRPC6 act	ANO1 activ	MrgX1 ag	MrgX1 PAM	MrgX1 antagonist	TRPC4 block	TRPC4 potent	TMEM16A inh	TRPC6 inh	TRPC4 act	SKKanGAS inh
Cc1ccc(Cn2c(=O)c3c(nc4n3CCCN4Cc3ccccc3)n(C)c2=O)cc1	i	i	i	i	i	i	i	i	i	i	32
CCc1nnc(NC(=O)CCC(=O)N2CCN(Cc3ccc(OC)c(F)c3)CC2)s1	i	i	i	i	i	i	i	i	i	i	30
CC1=CN2C(=N)/C(=C/c3cn(CCCOc4ccccc4C)c4ccccc34)C(=O)N=C2S1	i	i	i	i	i	i	i	i	i	i	2
CC1(C)Cc2ccccc2-c2nc3ccccc3c(=O)n21	i	i	i	i	i	i	i	i	i	i	1
Cc1cc(C)c(S(=O)(=O)N2CCOC2CNC(=O)C(=O)NCCCN2CCOCC2)c(C)c1 (centres undefined)	i	i	i	i	i	i	i	i	i	i	1
CC(C)n1cc(/C=C/c2cc[n+](C)cc2)c2ccccc21	i	i	.	.	.	i	i	.	i	i	-3
CCN1CCN(c2cc(C)c3cc(NC(=O)CCC(=O)Nc4ccc(OC)cc4OC)ccc3n2)CC1	i	i	i	i	i	i	i	i	i	i	0
CN(C)C(=O)C(OC(=O)c1ccc2c(c1)CCCC2)c1ccccc1 (centres undefined)	i	i	i	i	i	i	i	i	i	i	3
COc1c(C(=O)Nc2ccc(CN3CCOCC3)cc2)cc2ccccc2c1Br	i	i	i	i	i	i	i	i	i	i	3
O=C/C(=C\Nc1ccccn1)c1nc2ccccc2o1	i	i	i	i	i	i	i	i	i	i	-5
CCOC(=O)N1CCC(NC(=O)C2CCN(C(=O)N3CC(C)Oc4ccc(C)cc43)CC2)CC1 (centres undefined)	i	i	i	i	i	i	i	i	i	i	-3
COC(=O)C1=C(C)N(CCc2ccc(OC)c(OC)c2)C(=O)/C1=C\N(C)C	i	i	i	i	i	i	i	i	i	i	0
COc1ccc(-c2nc(CSCC(=O)NCCC3=CCCCC3)c(C)o2)cc1OC	i	i	i	i	i	i	i	i	i	i	-4
NS(=O)(=O)c1ccc(NC(=O)c2cc(-c3ccccc3O)n[nH]2)cc1	i	i	i	i	i	i	i	i	i	i	1
COc1ccc(S(=O)(=O)Nc2ccccc2C(=O)N2CCOCC2)cc1F	i	i	i	i	i	i	i	i	i	i	7
O=c1c(C=NCCN2CCNCC2)c(-c2ccccc2)[nH]n1-c1ccc([N+](=O)[O-])cc1	i	.	i	i	i	i	i	i	-6.6*	i	13
CCCC(C(=O)NC1CCCC1)N(C(=O)Cn1nnc(-c2ccc(C)o2)n1)c1cccc(O)c1 (centres undefined)	i	i	.	.	.	i	i	.	i	i	1
CC(C)NCC(O)COc1ccc(CC(N)=O)cc1 (centres undefined)	i	i	i	i	i	i	i	i	i	i	3
CC(C)CCNC(=O)C1CC(c2cccc([N+](=O)[O-])c2)=NO1 (centres undefined)	i	i	i	i	i	i	i	i	i	i	-2
COc1ccc(C)cc1S(=O)(=O)N(C)CC(=O)NC1CC1	i	i	i	i	i	i	i	i	i	i	20
O=C(CN1C(=O)C2C3C=CC(C4CC34)C2C1=O)Oc1ccccc1 (centres undefined)	i	i	i	i	i	i	i	i	i	i	-1
CN(C)S(=O)(=O)c1ccc(C(=O)Nc2ccnn2C2CCCCC2)cc1	i	i	i	i	i	i	i	i	i	i	-2
C=CCn1c(SCc2ccc(C(=O)NCCO)cc2)nc2sc(C)c(C)c2c1=O	i	i	i	i	i	i	i	i	i	i	-9
CCSc1nnc(NC(=O)c2cnccn2)s1	i	.	i	i	i	i	i	i	i	i	4
c1cc2nnnn2nc1N1CCCCCC1	i	i	i	i	i	i	i	i	i	i	15
Next part:
SMILES	TRPC6 act	ANO1 activ	MrgX1 ag	MrgX1 PAM	MrgX1 antagonist	TRPC4 block	TRPC4 potent	TMEM16A inh	TRPC6 inh	TRPC4 act	SKKanGAS inh
Cc1cc2nc(C)n(CCCNC(=O)Nc3ccc(C#N)cc3)c2cc1C	i	i	i	i	i	i	i	i	i	i	-9
CN(CCC1CCOCC1)C(=O)C1CCC(=O)N(CCc2cccc(F)c2)C1 (centres undefined)	i	i	i	i	i	i	i	i	i	i	4
Cc1cc(C)n(-c2nncn2/N=C/c2ccccc2F)n1	i	i	i	i	i	i	i	i	i	i	-4
COc1cc2c(c(OC)c1OC)-c1ccc(NC(=O)c3ccc(F)cc3)c(=O)cc1[C@@H](NC(C)=O)CC2	i	i	i	i	i	i	i	i	i	i	10
O=C(CCCC(=O)OCC(=O)NC1CCCC1)Nc1ccccn1	i	i	i	i	i	i	i	i	i	i	-6
O=C(O)CSCc1ccc(C(=O)O)o1	i	i	i	i	i	i	i	i	i	i	0
CN(NC(=O)Nc1ccccc1)c1cnn(C)c(=O)c1Cl	i	i	i	i	i	i	i	i	i	i	-4
COc1cccc(N2CCN(C(=O)/C=C/c3ccco3)CC2)c1	i	i	i	i	i	i	i	i	i	i	1
COc1ccc(C2=CC3=C(Br)C(=O)C(C)(OC(=O)c4ccc(Cl)nc4)C(=O)C3=CO2)cc1 (centres undefined)	i	.	i	i	i	i	i	i	i	i	7
O=C(NCc1ccco1)C(c1ccco1)N(C(=O)Cn1nnc2ccccc21)c1ccc2c(c1)CCC2 (centres undefined)	i	i	i	i	i	i	i	i	i	i	17
N#C/C(C(=O)NCCc1ccccc1)=C1/N=C(NC(=O)c2cccs2)c2ccccc21	i	i	i	i	i	i	i	i	i	i	-4
Cc1cccc(C(=O)Nc2nc(C)c(C(=O)Nc3ccc4c(c3)CCC4)s2)c1	i	i	i	i	i	i	i	i	i	i	42
CCCC(C)c1nnc(NC(=O)C2CC(=O)N(c3ccc(OCC)cc3)C2)s1 (centres undefined)	i	i	i	i	i	i	i	i	i	i	0
CCO[C@H]1OC(C(=O)N2CCCCCCC2)=C[C@@H](c2coc3ccccc3c2=O)[C@@H]1CCCO	i	i	i	i	i	i	i	i	i	i	2
O=C(c1cc(F)c(F)cc1Cl)N1CCOCC1	i	i	i	i	i	i	i	i	i	i	-5

Sorted by molecular weight (ascending): 3 of the compounds above.
SMILES	TRPC6 act	ANO1 activ	MrgX1 ag	MrgX1 PAM	MrgX1 antagonist	TRPC4 block	TRPC4 potent	TMEM16A inh	TRPC6 inh	TRPC4 act	SKKanGAS inh
O=C(c1cc(F)c(F)cc1Cl)N1CCOCC1	i	i	i	i	i	i	i	i	i	i	-5
Cc1cc(C)n(-c2nncn2/N=C/c2ccccc2F)n1	i	i	i	i	i	i	i	i	i	i	-4
CN(NC(=O)Nc1ccccc1)c1cnn(C)c(=O)c1Cl	i	i	i	i	i	i	i	i	i	i	-4
